# HEK293 cAMP ctrl: parental HEK293 cAMP activation (counter-screen). parental HEK293 CNG cAMP sensor, membrane potential fluorescence. Potency, µM (highest dose often 57.1 µM), for the others: top-dose activation, usual class: activators. 2.5% of 73,000 active; note: potency is the fitted concentration of half-maximal effect; % of control where 0% means no effect; nearly all actives have a fitted effect of over 55% in size
#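 Parental HEK 293 cells stably expressing a cAMP-gated CNG channel were loaded with membrane potential dye containing 100 uM RO 20-1724 for 60 min. Compound added for 30 min; depolarization read as fluorescence intensity at 590 nm.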
# ERK AVP inh: blocks ERK signaling stimulated by vasopressin; HEK293-V1b, vasopressin-stimulated pERK AlphaScreen; Potency, µM (highest dose often 57.5 µM), for the others: at the highest dose activity, negative = inhibition, usual class: inhibitors; 0.99% of 72,000 active; AID 995; note: potency is the fitted concentration of half-maximal effect; % is set by controls: 0 for no effect and ±100 for the full control effect; nearly all actives have a fitted effect of over 55% in size
#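 HEK293 cells stably expressing V1b receptor, preincubated 30 min at 37 °C with compound, then stimulated 5 min with 25 nM vasopressin. Phospho-ERK by AlphaScreen SureFire after 5 h RT; normalized to DMSO and vasopressin; AC50 by Hill fit.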
# Fluorescein fluor: compound autofluorescence in fluorescein spectral region; Compound autofluorescence, 480/540 nm, fluorescein-equivalent; active compounds read high; max fluorescein-equivalent concentration, M; 0.91% of 59,000 active; AID 593; in the data active = max fluorescein-equivalent concentration above about 10 nM; inconclusive = between about 1.1 nM and that limit
#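 Compounds were pin-transferred into 100 mM Tris buffer, pH 8.0, and incubated 15 min at room temperature. Fluorescence was read at 480 nm excitation/540 nm emission. Signals were normalized to an on-plate six-point fluorescein standard curve as dye-equivalent concentration.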
# Rhodamine autofl: compound fluoresces in the rhodamine spectral region; Rhodamine-region fluorescence, 547/598 nm, Tris buffer; active compounds read high; max dye-equivalent concentration, M; 0.05% of 59,000 active; in the data active = max dye-equivalent concentration above about 11 nM; inconclusive = between about 1.1 nM and that limit
#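 A six-point rhodamine series on each plate calibrates the signal. Compounds sit in 100 mM Tris (pH 8.0) for 15 min at ambient temperature before imaging through 547 nm/598 nm filters.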
# Tau filament bind: tau filament binding | Potency, µM (series often up to 57.1 µM), inactives show top-dose activity change, negative = inhibition | recombinant tau filaments, thioflavin S fluorescence, 15 h; filaments grown with octadecylsulfate alongside compound | 2% of 71,000 active | P10636;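 note: potency is the fitted concentration of half-maximal effect; % is set by controls: 0 for no effect and ±100 for the full control effect; actives lower thioflavin S fluorescence by blocking filaments or displacing dye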
# Target sequence (P10636 whole entry, looked up): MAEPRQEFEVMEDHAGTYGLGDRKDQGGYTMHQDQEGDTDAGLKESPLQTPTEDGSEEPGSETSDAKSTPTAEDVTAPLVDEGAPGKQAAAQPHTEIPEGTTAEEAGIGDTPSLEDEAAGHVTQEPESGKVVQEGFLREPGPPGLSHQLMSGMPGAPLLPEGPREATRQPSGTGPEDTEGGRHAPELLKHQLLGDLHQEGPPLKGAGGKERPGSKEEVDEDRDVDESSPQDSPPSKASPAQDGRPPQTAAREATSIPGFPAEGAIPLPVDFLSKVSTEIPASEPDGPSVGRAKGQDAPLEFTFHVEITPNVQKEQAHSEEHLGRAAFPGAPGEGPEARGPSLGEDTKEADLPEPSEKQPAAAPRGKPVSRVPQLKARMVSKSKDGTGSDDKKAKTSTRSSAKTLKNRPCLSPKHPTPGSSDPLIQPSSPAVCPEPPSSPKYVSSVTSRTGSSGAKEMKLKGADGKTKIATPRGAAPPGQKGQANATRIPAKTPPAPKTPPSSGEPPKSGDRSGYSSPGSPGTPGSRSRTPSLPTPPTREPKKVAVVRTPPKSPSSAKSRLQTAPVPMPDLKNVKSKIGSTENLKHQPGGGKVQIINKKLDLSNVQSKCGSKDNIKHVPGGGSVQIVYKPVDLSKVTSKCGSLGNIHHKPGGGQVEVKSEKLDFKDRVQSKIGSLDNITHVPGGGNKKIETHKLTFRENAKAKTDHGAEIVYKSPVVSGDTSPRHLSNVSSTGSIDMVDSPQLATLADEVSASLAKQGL
#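 Read-out: ThS fluorescence, 450 nm excitation/510 nm emission; lower signal marks blocked filament formation or displaced dye. Tau at 1 uM with 30 uM ODS, 10 uM ThS, 5 mM DTT, 100 mM NaCl, 10 mM HEPES pH 7.4; 15 h, 37 C.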
# FLuc inh: inhibitors of firefly luciferase | P08659 | Potency, µM (doses to about 57.1 µM), without a hit: at the highest dose activity change, negative = inhibition, hits mostly inhibitors | 2.2% of 72,000 active | purified firefly luciferase, luminescence, 8 min; note: potency is the fitted concentration of half-maximal effect; % is set by controls: 0 for no effect and ±100 for the full control effect; nearly all actives have a fitted effect of over 40% in size
#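 Firefly luciferase (PKLight detection mix) with 10 uM ATP in pH 7.2 imidazole buffer (KCl, MgCl2, Tween 20, BSA). Compounds tested across a concentration series (qHTS). Luminescence read after 8 min at ambient temperature.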
# Texas Red fluor: Texas Red region autofluorescence; Compound fluorescence, Texas Red channel, 547/618 nm; active compounds read high; max dye-equivalent concentration, M; 0.06% of 59,000 active; in the data active = max dye-equivalent concentration above about 10 nM; inconclusive = between about 1.1 nM and that limit
#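 Texas Red-region profiling: compounds in 100 mM Tris pH 8.0 were read at 547/618 nm after 15 min at room temperature. Intensities were normalized against a six-point Texas Red standard series to give dye-equivalent concentration.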
# Caspase-1 inhib: caspase-1 (human) inhibition, allosteric or competitive; 0.03% of 75,000 active; P29466; AID 900; Caspase-1 enzyme, Ac-WEHD-AFC fluorogenic rate; Potency, µM (doses to about 57.5 µM), for inactives: at the highest dose activity change, negative = inhibition, actives largely listed as inhibitors;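 note: potency is the fitted concentration of half-maximal effect; plate controls were vehicle for no effect and no substrate for full effect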
# Casp7 inh: caspase-7 (human) inhibition, allosteric or competitive; 0.02% of 75,000 active; recombinant caspase-7, Ac-DEVD-AFC fluorescence rate; Potency, µM (doses to about 57.5 µM), without a hit: top-dose activity change, negative = inhibition, actives largely listed as inhibitors; P55210; active = well fitted inhibition curve with a large enough effect in the main read-out, with a control signal flat, not every such curve was filed as active; inconclusive = small, poorly fitted or top-dose-only effect, or a change in a side signal; note: potency is the fitted concentration of half-maximal effect; % of control where 0% means no effect
# Target sequence (P55210 24-198 limits assumed): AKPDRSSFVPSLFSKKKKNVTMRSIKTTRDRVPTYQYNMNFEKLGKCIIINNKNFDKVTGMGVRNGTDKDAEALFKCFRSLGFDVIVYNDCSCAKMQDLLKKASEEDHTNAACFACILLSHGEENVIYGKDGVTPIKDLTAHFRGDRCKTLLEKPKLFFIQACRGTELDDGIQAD
# Target sequence (P55210 207-303 limits assumed): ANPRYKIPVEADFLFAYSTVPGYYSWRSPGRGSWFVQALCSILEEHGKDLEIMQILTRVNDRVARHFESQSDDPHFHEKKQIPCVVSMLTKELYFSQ
# HADH2 inh: HADH2 (human) dehydrogenase inhibition; 3.4% of 73,000 active; AID 886; Potency, µM (doses to about 57.1 µM), for inactives: at the top dose activity change, negative = inhibition, most hits filed as inhibitors; Q99714; recombinant HADH2, NADH fluorescence, beta-hydroxybutyryl-CoA; note: potency is the fitted concentration of half-maximal effect; % is set by controls: 0 for no effect and ±100 for the full control effect; nearly all actives have a fitted effect of over 60% in size; many of its hits are not listed in these tables
#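 Read-out: 360 nm excitation, 450 nm emission, kinetic over 4 min. Conditions: His-tagged human HADH2 20 nM, pH 9.0 Tris with Tween-20, 1 mM NAD+, 90 uM beta-hydroxybutyryl-CoA.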
# USP2a inh: blocks human ubiquitin-specific protease USP2a; O75604; USP2a enzymatic assay, qHTS inhibition; Potency, µM (series often up to 38.3 µM), without a hit: at the top dose activity change, negative = inhibition, actives largely listed as inhibitors; 0.1% of 60,000 active; AID 927;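 note: potency is the fitted concentration of half-maximal effect; nearly all actives have a fitted effect of over 60% in size; plate controls were DMSO for no effect and NEM full inhibition control for full effect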
#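 Inhibition is measured in a cell-free coupled assay with 20 nM USP2 core, 20 nM Ub-PLA2 and 20 uM NBD C6-HPC, 2.5 h incubation. Activity normalized to NEM control.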
# The depositor's hits bear a star; i = inactive; ? = inconclusive; · = not tested or not shown; [ ] = remark or other dose. Unless noted, calls come from the whole dose curve; as a rule, active = well fitted curve in the direction sought with a large enough effect; inconclusive = small, poorly fitted or top-dose-only effect, or another doubt; inactive = no such curve, though single readings can be large; an effect the other way counts as inactive or inconclusive. These rows are one share of the data (hit frequency here may not be typical).
canonical_smiles	Texas Red fluor	FLuc inh	USP2a inh	ERK AVP inh	Caspase-1 inhib	Tau filament bind	Casp7 inh	Fluorescein fluor	HADH2 inh	Rhodamine autofl	HEK293 cAMP ctrl
COc1cc(-c2nc(-c3cccc(C)c3)no2)cc(OC)c1OC	·	-5%	19%[7.66 µM]	-7%	-4%	25%[11.4 µM]	-1%	·	?	·	19%[11.4 µM]
COc1ccc(C(CNC(=O)C2CC(=O)N(Cc3ccc(C)cc3)C2)N(C)C)cc1 (configuration not stated)	i	1%	13%	0%	-3%	-5%	-3%	?	96%[activator]	i	12%
c1ccn2cc(CSC3=NCCS3)nc2c1	i	-8%	1%	12%	-4%	5%	-9%	i	-11%	i	-1%
CCOC(=O)c1cnn(-c2cc(C)c3ccccc3n2)c1N	i	0%	1%	43%	0%	12%	3%	i	-1%	i	?
CCC(=O)N1CCc2cc(S(=O)(=O)CCC(=O)Nc3cccc(F)c3)ccc21	i	2%	2%	16%	0%	-11%	1%	i	-20%	i	0%
CC12CC(c3ccccc3O1)N(C(=O)c1ccco1)C(=O)N2c1ccccc1 (configuration not stated)	i	1%	30%	?	-2%	-16%	-4%	?	-16%	i	?
CCOC(=O)CSc1nnc(-c2cccnc2)n1Cc1ccccc1	i	3%	0%	16%	3%	-11%	1%	i	2%	i	11%
CCOC(=O)N1CCC(NC(=O)c2cccc3c2C(=O)N(c2ccc(OC)cc2)C3)CC1	·	-3%	·	-27%	0%	26%	-22%	·	?	·	-3%
COC(=O)Cn1c(=O)c2c(nc(Br)n2CC(=O)OC)n(C)c1=O	i	1%	-2%	-19%	-3%	0%	-2%	i	5%	i	1%
Cc1ccc(Oc2ccc(N)cc2)cc1	i	1%	-2%	-10%	0%	-18%	-1%	i	2%	i	12%
CCOC(=O)c1cc2n(n1)C(C(F)(F)F)CC(C)N2 (configuration not stated)	i	1%	-3%	-15%	0%	-2%	-1%	i	6%	i	0%
Cn1c(C(=O)OCC(=O)NCC2CCCO2)cc2sccc21 (configuration not stated)	i	1%	0%	28%	-1%	-16%	-2%	i	-7%	i	5%
c1ccc(-c2noc(CSc3nc4ccccc4o3)n2)cc1	?	-1%	-7%	16%	-5%	-2%	-2%	i	0%	i	?
Cc1ccc(S(=O)(=O)NC(C)(C)CSc2nncn2N)cc1	i	1%	4%	-21%	2%	4%	-1%	i	0%	i	-4%
COc1cccc(C(=O)CSc2nc3ccccc3n2CC(=O)N2CCOCC2)c1	i	0%	9%	17%	-3%	-4%	0%	i	-6%	i	3%
Cc1cc(C)cc(OCc2nnc(SCC(=O)N3CCN(c4ccccc4)CC3)o2)c1	i	-1%	5%	-12%	0%	68%	-5%	?	6%	i	17%
O=C(N1CCOCC1)N1c2ccccc2CC(N2CCOCC2)c2ccccc21 (configuration not stated)	?	3%	4%	1%	0%	-8%	0%	i	5%	i	4%
Cc1cc(NCCN2CCOCC2)n2ncc(-c3ccccc3)c2n1	i	20µM*	9%	7%	-2%	-14%	-5%	i	0%	i	-13%
CCn1nnnc1NCc1ccc(N2CCCC2)cc1	?	-1%	5%	-8%	-3%	0%	-1%	?	0%	i	-9%
CCOC(=O)c1ccccc1NC(=O)CCNC(=O)Cn1cnc2ccccc2c1=O	i	4%	-8%	31%	1%	-2%	-1%	i	5%	i	18%
CC(C)(C)C1=C[C@@H](CO)C[C@@H](CO)C1	i	0%	-4%	9%	0%	8%	0%	?	7%	i	1%
CCOC(=O)C1CCCN(c2ncnc3c2oc2ccccc23)C1 (configuration not stated)	i	0%	7%	25µM*	-1%	22%	1%	i	4%	i	?
CC1CCN(C(=O)Cn2c(=O)n(CCc3ccccc3)c(=O)c3ccccc32)CC1	?	1%	17%	6%	2%	11%	-1%	?	5%	i	?
c1nc(N2CCCCCC2)c2[nH]cnc2n1	·	5%	·	·	-4%	?	2%	·	-4%	·	3%
COc1ccccc1CNS(=O)(=O)c1ccc(NC(C)=O)cc1	i	0%	0%	-9%	0%	2%	1%	i	-5%	i	6%
COc1ccc(N2CCN(C(=O)c3cccc(Cn4cc(Cl)cn4)c3)CC2)cc1	i	3%	10%	-15%	-3%	-24%	-1%	i	6%	i	3%
COC(=O)c1nnn(CC(=O)Nc2cc(Cl)ccc2C)c1C(=O)OC	i	2%	4%	17%	1%	6%	1%	i	9%	i	2%
CCCCOCCCNC(=O)c1c(-c2ccccc2)noc1C	i	1%	2%	-14%	1%	-9%	-1%	i	2%	i	15%
O=C(c1ccco1)N1CCN(S(=O)(=O)c2ccc3c(c2)CCN3C(=O)C2CCC2)CC1	?	0%	25%	11%	2%	15%	-1%	i	-4%	i	-2%
Cc1cc(C)c(S(=O)(=O)N2CCN(C)CC2)c(C)c1	·	2%	1%	-16%	0%	-2%	1%	·	-2%	·	20%
COCCN1C(=O)c2ccccc2C(C(=O)NCCCN2CCCC2)C1c1c[nH]c2ccccc12 (configuration not stated)	i	0%	4%	-4%	0%	9%	-1%	?	-15%	i	4%
COc1cccc(OC)c1-c1nn2c(-c3cc(-c4ccccc4)n[nH]3)nnc2s1	?	0%	6%	-14%	-17%	i	-22%	i	15%	i	27%
C=CC[C@@H]1C=C[C@H](O/N=C2\c3cc(OC)ccc3O[C@H](c3cccc(OC)c3)[C@H]2O)[C@H](CO)O1	·	0%[11.4 µM]	·	-10%[11.5 µM]	-5%[11.5 µM]	·	2%[11.5 µM]	·	13%[11.4 µM]	·	6%[11.4 µM]
COc1cc(C2C(C(N)=O)=C(C)Nc3nc(CCCO)nn32)cc(OC)c1OC (configuration not stated)	·	5%	·	7%	-7%	4%	0%	·	1%	·	?
O=C(c1ccc(Cl)cc1)N1CCCOC1	i	4%	-1%	-9%	-2%	-2%	-1%	i	0%	i	15%
C=CCn1c(SC2CCOC2=O)nc2scc(C3CC3)c2c1=O (configuration not stated)	i	0%	51%[activator]	1%	-3%	-20%	-4%	i	-18%	i	-1%
O=S(=O)(c1ccc2c(c1)OCCO2)N1CCN(c2cccc(Cl)c2)CC1	?	0%	10%	8%	-1%	6%	-1%	i	5%	i	4%
Cc1cc(C)c(S(=O)(=O)N2CCCCC2)c(C)c1-n1ncnn1	?	0%	3%	-12%	0%	-18%	0%	?	7%	i	4%
O=C(O)C1CC1c1ccc(Br)cc1 (configuration not stated)	i	-2%	2%	-11%	2%	-11%	-1%	?	-7%	i	26%
O=C1C(c2ccncc2)N(CCC2=CCCCC2)C(=O)CN1C1CCCCC1 (configuration not stated)	i	5%	7%	0%	1%	-10%	-1%	i	6%	i	11%
Cc1cc(NC(=O)C2CC(c3ccc(F)cc3)=NO2)no1 (configuration not stated)	·	4%	·	9%	3%	-10%	-2%	·	5%	·	6%
Cc1noc(/C=C/N(C)C)c1S(=O)(=O)N1CCCC(C(=O)Nc2ccc3c(c2)OCO3)C1 (configuration not stated)	·	-1%	·	-21%	-4%	94%	-10%	·	-19%	·	-10%
CC(C)(C)NC(=O)C1CN(S(=O)(=O)c2ccccc2)CCN1S(=O)(=O)c1ccccc1 (configuration not stated)	·	1%	16%	7%	-1%	32%	-1%	·	1%	·	11%
O=C(O)C1C(c2ccccc2)C(C(=O)N2CCOCC2)C1c1ccccc1 (configuration not stated)	i	2%	-5%	-6%	1%	7%	4%	i	-13%	i	3%
CC1CC(C)CN(CCCNC(=O)C2CCCN(c3nnc(N4CCCC4=O)s3)C2)C1 (configuration not stated)	i	0%	10%	10%	1%	16%	1%	i	4%	i	3%
NC(=O)N/N=C\c1ccc([N+](=O)[O-])o1	?	0%[25.5 µM]	1%[17.1 µM]	-1%[25.7 µM]	-5%[25.7 µM]	20%[25.6 µM]	-5%[25.7 µM]	i	-1%[25.6 µM]	i	-3%[25.6 µM]

# One compound at a time, from the list above. Values in the order: Texas Red fluor, FLuc inh, USP2a inh, ERK AVP inh, Caspase-1 inhib, Tau filament bind, Casp7 inh, Fluorescein fluor, HADH2 inh, Rhodamine autofl, HEK293 cAMP ctrl
# Record of `CCn1nnnc1NCc1ccc(N2CCCC2)cc1` : ?, -1%, 5%, -8%, -3%, 0%, -1%, ?, 0%, i, -9%
# Record of `O=C(O)C1CC1c1ccc(Br)cc1` (configuration not stated) : i, -2%, 2%, -11%, 2%, -11%, -1%, ?, -7%, i, 26%
# Record of `CC(C)(C)NC(=O)C1CN(S(=O)(=O)c2ccccc2)CCN1S(=O)(=O)c1ccccc1` (configuration not stated) : ·, 1%, 16%, 7%, -1%, 32%, -1%, ·, 1%, ·, 11%
